From PubChem BioAssay
DDE Tn6 FP inh: DD(E)-Tn6 binding inhibition, primary FP screen; P02675; Fibrin DD(E) TRITC-Tn6 fluorescence polarization displacement; inhibition, % at 8.3 µM; hit rate 0.21% among 370,000; AID 720509;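 active = inhibition above a per-campaign cutoff: mean of compounds within control limits plus 3 SD, cut at about 15% in these data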;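 also: 0% = median of all compound wells on the plate and 100% = blocking peptide control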
TDP2 absorb: TDP2 (human) inhibition, absorbance primary screen. recombinant TDP2, T5PNP hydrolysis, p-nitrophenol absorbance 415 nm. inhibition, % at 12.8 µM. hit rate 0.34% among 370,000. AID 720702;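 active = inhibition above the mean of all tested compounds plus 3 SD, set per campaign, cut at about 25% in these data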;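 also: 0% = DMSO with enzyme and 100% = buffer with substrate but no TDP2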
Target sequence (O95551 whole entry, looked up): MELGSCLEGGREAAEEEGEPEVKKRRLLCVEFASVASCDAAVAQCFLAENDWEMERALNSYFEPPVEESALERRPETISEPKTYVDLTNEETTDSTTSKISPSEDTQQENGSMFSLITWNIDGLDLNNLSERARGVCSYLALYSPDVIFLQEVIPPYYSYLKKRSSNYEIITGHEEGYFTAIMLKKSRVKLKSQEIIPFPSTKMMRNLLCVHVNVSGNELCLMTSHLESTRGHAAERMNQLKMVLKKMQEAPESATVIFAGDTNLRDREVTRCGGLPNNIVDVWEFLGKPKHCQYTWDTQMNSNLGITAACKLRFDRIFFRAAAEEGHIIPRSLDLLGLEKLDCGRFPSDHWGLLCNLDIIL
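Assay system: Recombinant human TDP2 | Quantity: 120 nM TDP2 per well | Incubation: 2 h at 37 °C | Signal: Epi absorbance | Evaluation: Percent inhibition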
LEDGF integ inh: blocks HIV-1 LEDGF/p75-dependent DNA integration | TR-FRET IN-LEDGF/p75 DNA integration, Eu/Cy5 | inhibition, % at 3.7 µM | hit rate 0.64% among 370,000 | AID 743269;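 active = inhibition above the screen-wide mean plus 3 SD, cut at about 13% in these data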;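 also: signal is the Cy5 over europium emission ratio at 671 and 618 nm; 0% = plate median of compound wells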
ADAM17 inh: ADAM17 inhibition, QFRET primary screen; P78536; recombinant ADAM17, EDANS/DABCYL FRET peptide cleavage; inhibition, % at 6.95 µM; hit rate 0.83% among 370,000; AID 720648;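 active = inhibition above the mean of compounds lying between control limits plus 3 SD, set per campaign, cut at about 8.5% in these data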;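 also: 0% = DMSO-only wells as the low control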
Tn7 DDE FP: disrupts Tn7 cyclic peptide binding to fibrin D-Dimer-E complex. P02675. FP displacement of FITC-Tn7 peptide from fibrin DD(E); 0% = median of compound wells per plate. inhibition, % at 8.3 µM. hit rate 0.13% among 370,000. AID 720508;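 active = inhibition above the mean of compounds falling within the control limits plus 3 SD of them, cut at about 14% in these data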;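 also: 0% = plate median of compound wells and 100% = 10 µM Aha-Tn7 peptide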
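Assay system: Human fibrin DD(E) protein | Medium: Tris buffer with calcium and detergent, pH 7.8 | Reagent: 0.1 µM fluorescent Tn7 | Compound dosing: Single point at 8.3 µM | Times: 10 min preincubation, 3 h with tracer, room temperature | Detection: Fluorescence polarization of the labelled Tn7 tracer | Controls: Aha-Tn7 high control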
ADAM10 inh: ADAM10 inhibition, QFRET primary screen; O14672; hit rate 0.62% among 370,000; recombinant ADAM10, EDANS/DABCYL FRET peptide cleavage, 3 h; inhibition, % at 7 µM;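 active = inhibition above a per-campaign cutoff equal to the mean of compounds falling between control-based bounds plus 3 SD, cut at about 20% in these data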;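 also: 0% = DMSO wells while the 100% control is not disclosed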
Target sequence (O14672 214-748 limits assumed): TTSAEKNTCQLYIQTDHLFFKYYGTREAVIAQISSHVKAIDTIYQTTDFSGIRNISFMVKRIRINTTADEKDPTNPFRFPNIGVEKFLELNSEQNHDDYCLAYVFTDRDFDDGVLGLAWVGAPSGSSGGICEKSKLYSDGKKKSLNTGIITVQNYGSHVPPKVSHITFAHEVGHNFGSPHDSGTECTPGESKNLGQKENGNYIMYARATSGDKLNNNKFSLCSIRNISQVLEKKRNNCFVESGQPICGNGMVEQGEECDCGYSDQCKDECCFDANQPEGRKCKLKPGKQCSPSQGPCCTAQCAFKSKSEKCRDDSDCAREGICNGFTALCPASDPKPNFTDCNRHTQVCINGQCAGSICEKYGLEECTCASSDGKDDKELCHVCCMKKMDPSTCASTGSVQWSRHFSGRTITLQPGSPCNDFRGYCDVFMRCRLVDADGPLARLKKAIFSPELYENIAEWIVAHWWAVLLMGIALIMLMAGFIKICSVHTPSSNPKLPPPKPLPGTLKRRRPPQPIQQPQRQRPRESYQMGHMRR
proKLK7 act: activates the human kallikrein-7 zymogen. activation, % at 7 µM. purified proKLK7, EDANS-DABCYL substrate fluorescence; 100% is mature enzyme control, 0% vehicle. P49862. AID 652039. hit rate 0.9% among 370,000;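 active = activation above the mean of all tested compounds plus 3 SD, computed per campaign excluding outliers beyond control limits, cut at about 13% in these data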
ARFGAP1 inh: inhibits rat ARF GTPase activating protein 1 | Q62848 | Arfgap1-stimulated ARF1 GTP hydrolysis, GDP FP detection | inhibition, % at 16.5 µM | hit rate 0.26% among 360,000;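 active = inhibition above a per-plate limit, mean inhibition of low control wells plus 3 SD, cut at about 25% in these data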;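 also: 0% = DMSO wells with enzyme and 100% = wells lacking Arfgap1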
Target sequence (Q62848 1-136 limits assumed): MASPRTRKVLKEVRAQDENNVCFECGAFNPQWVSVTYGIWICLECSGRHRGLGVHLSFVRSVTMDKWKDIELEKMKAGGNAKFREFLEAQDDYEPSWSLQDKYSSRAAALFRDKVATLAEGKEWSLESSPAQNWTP
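Material: rat Arfgap1 catalytic domain, aa 1-136; also added: human ARF1(Δ1-17)-GTP substrate; compound dosing: one concentration, 16.5 µM, DMSO 1.26%; incubation: GTP hydrolysis reaction 2 h at 25 °C; measured by: Tracer-displacement fluorescence polarization with EDTA stop, 620/688 nm; evaluation: % inhibition from polarization; repeats: one replicate per compound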
ASAP1 inh: ASAP1 ArfGAP inhibition; inhibition, % at 16.5 µM; Q9ULH1; hit rate 0.19% among 360,000; ASAP1-stimulated ARF1 GTP hydrolysis, GDP FP detection; in the data active = inhibition above about 25%;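 also: 0% = vehicle with enzyme and substrate and 100% = no enzyme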
PLC-gamma1 inh: PLC-gamma1 (human) inhibition, primary screen | P19174 | purified PLC-gamma1, fluorogenic substrate, fluorescence | inhibition, % at 12.2 µM | hit rate 0.84% among 370,000 | AID 720700; in the data active = inhibition above about 9.5%
The depositor's hits bear a star; i = inactive; x = not tested or not shown.

smiles,PLC-gamma1 inh,ARFGAP1 inh,ASAP1 inh,proKLK7 act,ADAM17 inh,ADAM10 inh,DDE Tn6 FP inh,LEDGF integ inh,Tn7 DDE FP,TDP2 absorb
CN(C)C(=O)CN1C(=O)C2CCCCN2C(=O)c2ccccc21 (stereo unspecified),-1,9,-6,-0.3,-2,-2,-4,-1,-3,-7
CCN(CC)C(=O)CNc1nnnn1-c1ccccc1,2,x,x,0.9,-1,6,-2,2,-5,-7
Cc1c(C(=O)O)cnc2cc(-c3ccc(Cl)cc3)nn12,-43,6,-5,-0.6,-17,-43,-1,1,4,0
OC(C#CCN1CCCC1)(c1ccccc1)c1cccc(F)c1 (stereo unspecified),3,3,0,-1.0,0,3,-1,5,4,-6
CCC(C)NC(=O)c1ccc(C2SCC(=O)N2Cc2ccccc2)cc1 (stereo unspecified),-4,-10,7,0.1,-6,-6,-3,5,-1,-1
CCCCN(C)CCCNC(=O)c1cc(Nc2ccc(OC)c(OC)c2)nc2ccccc12,-4,11,9,9.1,-3,-3,-7,-5,-5,-1
C[C@H](CO)N1C[C@H](C)[C@@H](CN(C)C)Oc2c(NC(=O)CCCCCC(=O)Nc3ccccc3N)cccc2C1=O,-3,6,-10,0.1,-4,-2,-10,-1,-1,-5
COc1ccc(N(C(=O)c2ccco2)S(=O)(=O)c2ccc(F)cc2)cc1,1,0,4,-0.5,1,1,-10,4,0,-2
COc1cccc(CNn2cn[nH]c2=S)c1OCc1ccccc1,-1,-1,3,-0.2,0,5,6,-2,-1,2
CCc1nc2ccc(C(=O)NCCCN3CCCC3=O)cn2c1N(CC)CCOC,-2,-9,-20,0.5,-5,-23,11,0,2,7
Cc1cc(=O)oc(C)c1C(=O)NNC(=O)C1(C)CC1Br (stereo unspecified),1,2,9,-0.5,1,-3,-2,4,-2,-5
COc1ccccc1C1/C(=C(/O)c2ccc(Cl)cc2)C(=O)C(=O)N1CCN1CCOCC1 (stereo unspecified),-3,-1,5,0.2,-5,-10,15,0,0,8
Cc1cc(C)c2c(CC(=O)NCc3ccco3)coc2c1,0,8,-6,0.3,1,-2,-1,-4,-2,13
CCOC(=O)C1C(=O)NC(SC)=C(C#N)C1c1ccccc1F (stereo unspecified),-1,10,9,-0.2,-4,9,-2,-4,2,-1
Cc1ccc(Cn2nc(C)c(C(=O)NCC(c3cccs3)N3CCOCC3)c2Cl)cc1 (stereo unspecified),-1,-16,9,-0.2,1,4,3,-1,4,-1
O=C(CSc1ncn[nH]1)Nc1nsc(-c2ccccc2)n1,-4,-3,8,0.7,-2,-9,9,0,-3,-4
Cc1nn(C)c2ncc(C(N)=O)c(Oc3ccc(Cl)cc3)c12,4,3,-1,0.0,4,1,3,-2,-7,0
COc1ccc(N(C)C(=O)C2CCN(S(=O)(=O)c3cccc4nsnc34)CC2)cc1,3,-18,-12,0.1,-2,-4,-5,1,1,12
CC(=O)CSc1nc2c(c(=O)[nH]c(=O)n2C)n1Cc1ccccc1Cl,1,1,3,-0.8,-5,-3,-1,2,5,-4
O=C(NCc1cccnc1)NC1(C(F)(F)F)Oc2ccccc2O1,0,9,1,-1.0,0,1,-1,-2,-5,3
O=C(Cc1ccc(S(=O)(=O)N2CCOCC2)s1)N1CCN(c2ccc(C(F)(F)F)cc2[N+](=O)[O-])CC1,0,-1,-3,1.2,-1,-5,-7,0,-1,-10
CCOc1ccc(NC(=O)c2ccncc2)cc1,0,-7,-1,0.3,-2,-3,6,3,7,-8
COc1cccc(-c2cnc(C(O)c3ccc(F)c(C)c3)[nH]2)c1 (stereo unspecified),0,5,-2,0.3,-1,8,-1,3,1,7
COc1cc(CNCc2ccccc2)c(Br)cc1OC1CCCC1,3,7,-2,0.1,0,0,0,4,4,-7

Overlap with the part before: 4 entries, then new ones.
smiles,PLC-gamma1 inh,ARFGAP1 inh,ASAP1 inh,proKLK7 act,ADAM17 inh,ADAM10 inh,DDE Tn6 FP inh,LEDGF integ inh,Tn7 DDE FP,TDP2 absorb
O=C(Cc1ccc(S(=O)(=O)N2CCOCC2)s1)N1CCN(c2ccc(C(F)(F)F)cc2[N+](=O)[O-])CC1,0,-1,-3,1.2,-1,-5,-7,0,-1,-10
CCOc1ccc(NC(=O)c2ccncc2)cc1,0,-7,-1,0.3,-2,-3,6,3,7,-8
COc1cccc(-c2cnc(C(O)c3ccc(F)c(C)c3)[nH]2)c1 (stereo unspecified),0,5,-2,0.3,-1,8,-1,3,1,7
COc1cc(CNCc2ccccc2)c(Br)cc1OC1CCCC1,3,7,-2,0.1,0,0,0,4,4,-7
COC(=O)c1cc([N+](=O)[O-])c(C)c(C)n1,6,-3,-10,-0.5,-4,-9,5,0,4,6
Nc1nc2ncccc2cc1C(=O)NCCc1cccs1,-251,8,7,24*,-477,i,0,-2,0,-5
COc1ccccc1NC(=O)N1CCN(CCc2ccccc2)CC1,2,-8,-10,0.6,3,4,0,-2,-1,-6
Cc1ncc(CN2CCC(n3nccc3NC(=O)c3ccccc3)CC2)s1,2,0,1,-0.7,-1,-14,5,-7,1,-8
CC(=O)Nc1nc(=O)c2ccccc2s1,-3,2,-1,-0.4,-13,-29,4,-3,1,-5
CCN(C(=O)CN1C(=O)S/C(=C\c2ccccc2Cl)C1=O)C1CCS(=O)(=O)C1 (stereo unspecified),0,-4,-15,0.3,-5,-7,4,-1,1,11
CSc1ncccc1C(=O)Nc1ccc2c(c1)OCCO2,0,-12,9,-0.4,-6,-11,1,-3,5,1
Cc1nnsc1NC(=O)OCc1ccc(C(F)(F)F)cc1,0,0,-3,0.2,-3,-5,1,1,8,0
COc1cccc(-c2nnc(-c3ccccc3NC(=O)c3ccc(C(C)(C)C)cc3)o2)c1,1,2,3,0.5,4,-4,4,0,1,8
COc1ccccc1C(=O)Nc1ccc2c(C)cc(=O)oc2c1,-3,7,1,0.4,-12,-7,-2,-4,10,6
C=C(C)C(=O)Nc1ccc2c(c1)OCCOCCOCCO2,-1,7,0,-0.1,0,-5,-2,-1,1,-1
CCOc1ccc(S(=O)(=O)NCCC(=O)NCc2ccccn2)cc1,2,-1,1,0.1,-3,1,-4,-5,-1,7
N#Cc1ccc(COC(=O)c2ccc3c(c2)OCO3)cc1,-2,8,9,-0.1,1,-7,3,3,2,7
Cc1cc2cc(CNC(=O)NC3CCCCC3)ccc2n1C,-28,4,9,0.0,-1,-7,-1,2,-4,7
O=c1oc(-c2ccccc2NS(=O)(=O)c2ccc(Cl)cc2)nc2ccccc12,-60,-5,-5,1.0,-2,12,-2,7,-6,-7
O=Cc1cccc2ccc3cccc(C(=O)O)c3c12,-48,2,-7,0.8,-6,-23,-5,-5,-5,5
Brc1ccc(-c2nnc3sc(CN4CCc5ccccc5C4)cn23)cc1,1,16,-3,-0.2,-1,-6,2,-4,-2,3
Cc1ccc(NC(=S)NCCc2ccccc2)c(C)c1,2,7,14,-0.2,1,-1,9,7,-9,-11
Cc1c(NC(=O)CCCCCN2C(=O)c3ccccc3C2=O)c(=O)n(-c2ccccc2)n1C,4,6,-9,0.5,-4,-1,-9,-4,5,-1
CCOc1ccc(/C=N/NC(=O)C2CC2)cc1OC,2,-10,5,-0.4,-1,7,7,3,-3,-11
NC(=O)CSC1=Nc2ccccc2C2=NC(CCC(=O)NCc3ccc(F)cc3)C(=O)N12 (stereo unspecified),-27,-5,9,-0.2,-93,-263,0,0,-3,-4
CCCCOc1cccc(C(=O)Nc2ccc(NC(=O)c3cccs3)cc2)c1,9.6*,-5,-4,-0.5,1,2,-1,6,-2,-24
COc1ccc(Cl)cc1NC(=O)CN1C(=O)C(=O)N(C2CCCC2)C1=O,1,-4,-4,0.3,-6,-19,2,-2,3,3
O=C(Nc1ccccc1)/C(=C\c1ccc(F)cc1)NC(=O)c1ccco1,3,15,5,0.0,-1,4,-4,2,-6,4
N#CCn1c(C2CCCCC2)nc2ccccc2c1=O,-6,9,7,0.1,-3,-7,-5,1,2,8
CCCSc1nsc(SCCC)c1C(N)=O,2,3,-5,0.4,-3,-15,5,-1,0,-7
CC1CC(C)CN(CCCNC(=O)c2csc3c2CCCC3)C1 (stereo unspecified),4,-8,-24,0.1,1,3,8,1,2,12
Cc1cc(C)c(NS(=O)(=O)c2ccc3c(c2)NC(=O)C(C)C(=O)N3)c(C)c1 (stereo unspecified),1,-5,-5,0.3,-5,-6,2,2,-3,-2
Nc1c(C(=O)NCC2CCCO2)sc(=S)n1-c1ccccc1 (stereo unspecified),6,-5,3,0.7,-4,-3,5,3,8,2
COc1ccc(-n2c(=S)[nH]c3cc(C(=O)Nc4ccc(OC)c(OC)c4)ccc3c2=O)cc1,1,-9,1,-0.4,5,4,17*,-1,-2,-1
COc1ccc(-c2csc(NC(=O)c3ccc(OCC(=O)N4CCOCC4)c(OC)c3)n2)cc1OC,-28,22,13,0.0,1,3,-7,1,4,16
CC(=O)C1=C(C)NC(=O)NC1c1ccccc1OCC(=O)NCCc1ccccc1 (stereo unspecified),5,17,2,0.0,-7,3,1,-1,6,-10
Cc1cccc(OCC(=O)OCC(=O)Nc2ccc(Cl)cn2)c1,0,-9,-3,-0.2,4,-5,0,1,-5,-9
Cc1ccc(N2C(=S)NC3c4ccccc4OC2(C)C3C(=O)N(C)C)cc1 (stereo unspecified),0,12,6,0.4,-1,-10,4,-9,-5,0
Cc1ccc(C)c(N(C)S(=O)(=O)c2cccc3nsnc23)c1,-1,0,8,-0.3,3,14,5,-1,5,-3
COCCN(C(=O)COC(=O)CCc1nc2ccccc2s1)c1c(N)n(Cc2ccccc2)c(=O)[nH]c1=O,-2,11,-3,-0.3,-4,-9,3,-4,2,-4
C=CCn1c(SCc2c(Cl)cccc2Cl)nnc1-c1cccc(C)c1,1,x,x,0.3,4,3,7,1,2,-3
COc1cccc(CNC(=O)c2ccc(N3CCOCC3)c([N+](=O)[O-])c2)c1,2,7,14,0.3,3,2,0,1,1,-1
